SMARCA2 act – SMARCA2 (BRM) function activators, primary screen, cell-based, luminescence, high throughput; MG213 cells, MMTV-luciferase reporter, dexamethasone, overnight; activation, % at 9.1 µM; actives 1% (n = 370,000); AID 652017, 2013; in the data active = activation above about 7.8%;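 also: 0% = vehicle wells and 100% = reference activator wells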
ssDAF12 agonist – S. stercoralis DAF-12 nuclear receptor activators, primary screen, cell-based, luminescence, HEK293, GRIP1 co-expression, lit1-tk-luc; HEK293 ssDAF-12/GRIP1 lit1-tk-luc reporter; % of 3 µM dafachronic acid response; activation, % at 6.8 µM; actives 1% (n = 370,000);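 active = activation above the mean over all tested compounds plus 3 SD, cut at about 0.9% in these data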;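 also: 0% = DMSO-only wells and 100% = 3 µM delta7-dafachronic acid wells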
GAA850 FXN act – FXN promoter activators, primary screen, cell-based, luciferase luminescence, HEK293 lucGAA850; HEK293 lucGAA850 FXN promoter luciferase reporter, 24 h; percent of 10 µM SAHA response; activation, % at 6 µM; actives 0.56% (n = 360,000); AID 540364, 2011;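 active = activation above the average of all compounds screened plus 3 SD, cutoff fixed separately per campaign, cut at about 7.5% in these data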;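 also: 0% = DMSO wells and 100% = 10 µM SAHA wells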
hcDAF-12 act – H. contortus DAF-12 nuclear receptor activators, primary screen, cell-based, luminescence, HEK293, lit1-tk-luc reporter. HEK293 hcDAF-12 lit1-tk-luc reporter; 0% DMSO, 100% Δ7-dafachronic acid. activation, % at 6.8 µM. actives 1.4% (n = 370,000);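 active = activation above the mean of all tested compounds plus 3 SD, cut at about 5.5% in these data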;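 also: 100% = response to 3 µM Δ7-dafachronic acid high control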
NPR1 activator – GC-A stimulated cGMP production enhancers – HEK293 GC-A cells, cGMP TR-FRET, EC30 ANP, primary screen | Atrial natriuretic peptide receptor 1 (Homo sapiens), P16066 | 0% at EC30 ANP, 100% saturating ANP | activation, % at 10 µM | actives 0.14% (n = 370,000) | AID 1671463, 2021; in the data active = activation above about 40%
Target sequence (P16066 whole entry, looked up): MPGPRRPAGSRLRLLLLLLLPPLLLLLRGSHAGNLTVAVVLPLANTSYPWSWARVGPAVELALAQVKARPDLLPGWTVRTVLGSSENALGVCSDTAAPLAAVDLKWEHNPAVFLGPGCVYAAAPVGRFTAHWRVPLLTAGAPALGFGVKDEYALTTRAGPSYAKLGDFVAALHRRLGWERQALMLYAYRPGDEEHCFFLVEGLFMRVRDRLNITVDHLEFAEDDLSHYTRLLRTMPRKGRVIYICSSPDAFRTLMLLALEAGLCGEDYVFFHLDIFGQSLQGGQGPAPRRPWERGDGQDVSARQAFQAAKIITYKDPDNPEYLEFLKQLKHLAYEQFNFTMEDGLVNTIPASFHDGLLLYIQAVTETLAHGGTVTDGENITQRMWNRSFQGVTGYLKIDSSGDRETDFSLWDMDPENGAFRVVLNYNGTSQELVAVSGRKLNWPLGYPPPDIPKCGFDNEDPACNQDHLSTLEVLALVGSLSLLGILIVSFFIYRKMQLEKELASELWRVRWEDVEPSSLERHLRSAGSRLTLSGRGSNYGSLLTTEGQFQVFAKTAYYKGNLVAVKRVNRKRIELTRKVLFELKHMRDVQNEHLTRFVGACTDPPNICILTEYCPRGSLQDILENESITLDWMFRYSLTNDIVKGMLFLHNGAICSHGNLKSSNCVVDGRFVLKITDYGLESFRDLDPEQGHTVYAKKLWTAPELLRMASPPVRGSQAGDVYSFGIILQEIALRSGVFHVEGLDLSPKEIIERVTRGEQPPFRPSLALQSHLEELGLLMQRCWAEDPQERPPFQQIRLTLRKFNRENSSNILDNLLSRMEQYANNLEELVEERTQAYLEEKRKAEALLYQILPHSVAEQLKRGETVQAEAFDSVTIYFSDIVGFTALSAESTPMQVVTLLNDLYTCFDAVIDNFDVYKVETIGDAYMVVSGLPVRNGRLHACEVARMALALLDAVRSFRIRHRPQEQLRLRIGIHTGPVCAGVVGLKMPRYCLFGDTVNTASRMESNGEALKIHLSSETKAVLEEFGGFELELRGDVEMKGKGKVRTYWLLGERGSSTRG
DAX1 inh-1 – DAX1 (NR0B1) inhibitors on StAR promoter, primary screen, cell-based, luminescence, SF-1 (NR5A1), full-length DAX-1; AID 652010, 2013; HEK293T StAR-luciferase reporter, SF-1/DAX-1 repression relief; inhibition, % at 6.8 µM; actives 1.1% (n = 370,000);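 active = inhibition above the mean over all tested compounds plus 3 SD, cut at about 3.6% in these data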;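 also: 0% = DAX-1 cells with DMSO and 100% = cells lacking DAX-1 with DMSO; higher inhibition means more luminescence from relief of DAX-1 repression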
DAX1 inh-2 – DAX1 (NR0B1) inhibitors, primary screen, cell-based, HEK293, Gal4-DAX1, luciferase luminescence; inhibition, % at 6.75 µM; Nuclear receptor subfamily 0 group B member 1 (Homo sapiens), P51843; AID 504766, 2011; actives 0.99% (n = 340,000); HEK293 Gal4-DAX1 luciferase reporter;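 active = inhibition above the mean over all tested compounds plus 3 SD, cut at about 4.2% in these data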;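 also: 0% = DAX1-transfected cells with DMSO and 100% = empty-vector control cells with DMSO; inhibition shows as a rise in luminescence from relieved DAX1 repression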
hgDAF-12 ag – H. glycines DAF-12 receptor agonists, primary screen, cell-based, luminescence, HEK293, GAL4 fusion, UAS-luciferase. Nuclear hormone receptor DAF-12 (Heterodera glycines), GAL4 fusion. HEK293 GAL4-hgDAF12 UAS-luciferase reporter, agonist luminescence; normalized to butyrate control. activation, % at 6.8 µM. actives 1.8% (n = 370,000). AID 687014, 2013;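 active = activation above a cutoff set at the mean of all screened compounds plus 3 SD, cut at about 10% in these data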;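 also: 0% = DMSO wells and 100% = sodium butyrate wells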
KLK7 zymogen act – proKLK7 zymogen activators, primary screen, biochemical, fluorescence intensity. actives 0.9% (n = 370,000). activation, % at 7 µM. purified proKLK7, EDANS-DABCYL substrate fluorescence; 100% is mature enzyme control, 0% vehicle. Kallikrein-7 (Homo sapiens), P49862. AID 652039, 2013;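 active = activation above the mean of all tested compounds plus 3 SD, computed per campaign excluding outliers beyond control limits, cut at about 13% in these data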
sPLA2-III inh – human group III sPLA2 inhibitors, primary screen, biochemical, QFRET, BODIPY PC-A2 liposome substrate | Group 3 secretory phospholipase A2 (Homo sapiens), Q9NZ20 | QFRET BODIPY PC-A2 liposome hydrolysis, fluorescence | inhibition, % at 12.2 µM | actives 0.56% (n = 370,000);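 active = inhibition above mean plus 3 SD of compounds lying within the high and low control bounds, cut at about 19% in these data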;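 also: 0% = median of test compound wells and 100% = no enzyme DMSO wells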
NPR2 activator – human GC-B receptor activators, primary screen, HEK293 GC-B cells, cGMP TR-FRET, EC30 CNP. activation, % at 10 µM. actives 0.11% (n = 370,000). AID 1920062, 2024. 0% at EC30 CNP, 100% saturating CNP. Atrial natriuretic peptide receptor 2 (Homo sapiens), P20594;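 active = activation at 10 µM reaching about 35% in either raw or pattern-adjusted values, limit read from the data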
Starred values were filed as active, the others as inactive; nt = not tested or not shown.

nr	SMILES	SMARCA2 act	ssDAF12 agonist	GAA850 FXN act	hcDAF-12 act	NPR1 activator	DAX1 inh-1	DAX1 inh-2	hgDAF-12 ag	KLK7 zymogen act	sPLA2-III inh	NPR2 activator
1	Cn1nc(C(=O)NCc2ccc(F)cc2)cc1C(=O)NCc1ccc(F)cc1	-2	-1.4	-1.8	-2.3	-1	1.6	-0.4	-3.6	0.6	-11	0
2	c1ccc(-c2nc3ccccn3c2NC2CCCC2)nc1	-2	-1.4	2.0	-2.8	-2	-0.1	nt	-2.2	0.9	18	-3
3	CC1=NN(c2ccccc2)C(=O)C1c1ccccc1 (stereo unspecified)	-2	-1.3	1.4	-1.6	-3	-0.7	-0.7	0.3	0.1	5	6
4	O=C(CN1CCN(c2ccc(O)cc2)CC1)Nc1ccc2c(c1)OCCO2	-2	-1.3	0.1	-1.2	1	-1.4	-0.7	-3.5	1.1	-4	-2
5	Cn1c(CCCOc2ccc(Cl)cc2Cl)nnc1SCC(=O)Nc1cccc(F)c1	0	-1.8	0.7	1.2	-14	0.1	-0.9	1.6	0.5	-8	-9
6	Nc1nc(Nc2ccccc2F)sc1C(=O)c1ccccc1	8.2*	-0.7	-2.4	3.5	1	0.0	1.7	19*	-0.5	-12	-7
7	N#CC1=C(N)Oc2n[nH]c(-c3cccs3)c2C1c1cccs1 (stereo unspecified)	4	-0.7	-1.2	1.9	-12	0.1	1.9	-2.6	0.0	-3	-1
8	CN1/C(=C\C(=O)COC(=O)c2ccc([N+](=O)[O-])o2)C(C)(C)c2ccccc21	-4	-1.1	-0.1	0.3	2	-0.1	0.1	-1.1	3.1	0	4
9	CCCCCCc1ccc(OCC(=O)OC)cc1OCC(=O)OC	-4	-1.7	0.4	-1.5	-3	-0.4	0.4	-0.3	-0.1	-3	0
10	CC(=O)NN1C(=O)/C(=C\c2ccccc2)SC1=S	-1	-1.2	0.1	-1.7	-7	-0.1	-1.4	2.4	0.5	-4	4
11	O=C(Cc1ccc(NS(=O)(=O)c2cccc(C(F)(F)F)c2)cc1)NCCN1CCOCC1	-1	-1.2	0.6	-2.3	1	-1.1	0.8	-1.3	0.3	0	2
12	CN(CC(=O)Nc1ccc(F)c(F)c1F)C(=O)CN1C(=O)C2CCCCC2C1=O (stereo unspecified)	2	-1.1	0.6	-1.3	3	1.7	-0.9	-2.6	0.1	8	-1
13	Cc1ccc(NC(=O)N/C=C/c2ccco2)cc1	5	-0.9	1.8	0.3	-7	0.6	-0.7	-0.7	-0.2	5	3
14	Cc1ccc(C2CC(c3ccccc3)=NN2C(=O)CSc2nnc(-c3ccc(Cl)cc3)o2)o1 (stereo unspecified)	0	-0.8	-1.1	-0.4	-1	-0.6	0.0	-0.5	-0.7	8	-3
15	N#C/C(C(=S)Nc1ccccc1)=C1/NN=C(N2CCOCC2)N1c1ccccc1	0	-0.8	0.4	-2.3	2	0.1	4.0	2.8	-0.1	6	8
16	Cc1ccccc1C1N(c2nccs2)C(=O)C2CCCN21 (stereo unspecified)	0	-0.8	1.6	-1.9	3	0.4	0.5	0.8	0.1	-5	-7
17	CNC(C)C(=O)NC(C(=O)N1CCCC1C(=O)Nc1cccc2ncccc12)C(C)C (stereo unspecified)	nt	-1.7	nt	-0.1	1	nt	nt	-4.2	nt	3	1
18	Cc1ccc(C(=O)NC(NCc2ccccc2)C(Cl)(Cl)Cl)cc1 (stereo unspecified)	-2	-1.1	-1.0	-2.2	1	-0.4	1.1	0.9	0.5	-4	0
19	CSc1nnc2c3cc(C)ccc3n(Cc3ccccc3)c2n1	3	0.9	2.9	1.0	15	0.1	-0.6	2.5	0.5	2	20
20	CCC(=O)OC1(C)C(=O)C=C2C=C(C3CC3)OC=C2C1=O (stereo unspecified)	1	-0.7	-1.5	-0.1	-1	0.2	-0.3	-1.1	3.8	1	3
21	Cc1nc(CNc2ncnc3ccc(-c4ccc5c(c4)OCO5)cc23)cs1	nt	-1.4	nt	-1.7	6	nt	nt	1.6	nt	-8	3
22	O=C(CSc1nnc(-c2ccccc2Cl)o1)Oc1ccc(Br)cc1	-3	-1.3	-0.1	-0.4	28	0.7	1.6	1.8	0.6	0	-5
23	O=C(OCCN1CCCC1=O)c1cncc(Br)c1	-3	-1.8	-2.2	-0.4	3	0.1	1.9	-0.7	-0.6	5	-6
24	O=C(O)CN1C(=O)/C(=C\c2cc(Br)ccc2OCc2ccccc2Cl)SC1=S	6	-0.3	0.1	4.1	-1	-0.3	-0.6	1.5	0.0	-16	1
25	C(=N\N1CCN(Cc2ccccc2)CC1)/c1cccnc1	-3	-1.7	1.3	-0.9	-2	-0.5	-0.5	-0.6	0.5	-8	-1
26	COC(=O)C1=C(C)Nc2c(c(=O)n(C)c(=O)n2C)C1c1ccncc1 (stereo unspecified)	0	-0.9	1.0	-0.7	1	-0.3	-0.8	-1.2	1.8	17	11
27	Cc1nnc(N/N=C/c2cc([N+](=O)[O-])c(N3CCC(C)CC3)cc2N2CCC(C)CC2)n1N	-4	-2.2	0.7	-1.8	-9	-3.4	-2.2	-10	-0.7	2	-10
28	CN1C(=O)CC(C(=O)Nc2ccc(F)cc2)SC1=Nc1ccc2c(c1)OCO2 (stereo unspecified)	-2	-1.7	-0.2	-1.7	4	0.3	-0.1	-3.0	-0.3	-12	0
29	O=C(C[n+]1ccccc1)NNc1ccccc1	1	-1.0	0.8	-0.3	-4	1.6	0.1	2.6	-0.3	11	1
30	CC(C)C[C@H]1CN(CCCC[C@@H]2CNC(=O)C(=O)N2CC2CCCCC2)C(=O)C(=O)N1CC1CCCCC1	-4	-1.2	nt	-1.3	4	-1.0	nt	-2.6	0.9	5	2
31	C=CCNC(=O)C(=O)NCC(c1ccc2c(c1)OCO2)N1CCN(c2ccc(F)cc2)CC1 (stereo unspecified)	-1	-1.5	-1.0	-2.1	2	-0.3	-0.1	-1.1	1.3	0	-2
32	CC(C)OC(=O)c1c(NC(=O)C2CC=CCC2C(=O)O)sc2c1CCCCC2 (stereo unspecified)	0	-0.1	0.5	-0.1	-1	-0.7	0.2	-0.5	0.3	6	3
33	O=C1NC2(CCCCC2)C(=O)N1CCS(=O)(=O)Oc1ccc(Br)cc1	5	-1.6	0.3	-1.4	-1	-0.9	-0.2	-3.5	0.0	-1	-6
34	Oc1cccc(C=NCc2ccccc2)c1	-2	-0.7	-1.2	-0.3	3	-0.2	-0.6	-1.1	-0.5	4	6
35	CN1[C@@H](CC(=O)c2ccccc2)CCC[C@H]1C[C@H](O)c1ccccc1	2	-1.4	-0.4	-2.2	2	-0.3	0.2	3.2	-0.9	-5	-2
36	O=C(NCCc1ccccc1F)c1ccc2c(c1)ncn2C1CCCCC1	2	-1.1	nt	-0.5	1	1.0	nt	9.4	-0.5	6	0
37	O=C(CSc1nc2ccccc2c(=O)n1-c1ccccc1)NC(=O)CN1CCCC1=O	-3	-1.6	1.6	-1.1	4	0.4	0.0	1.5	0.7	1	0
38	CCCCc1cc(=O)oc2cc(OCC(=O)N3CCC(C(=O)O)(c4ccccc4)CC3)ccc12	2	-1.1	-1.1	-0.6	5	-0.3	0.0	1.8	-0.9	2	0
39	Cn1ccnc1C(=O)c1cc(=O)c2ccccc2o1	-2	-0.8	2.5	0.7	2	0.5	-0.5	3.8	0.2	-5	10
40	O=C(O)CC1(CC(=O)Nc2ccccc2Br)CCCC1	-2	-0.8	0.4	-2.4	2	0.0	1.0	-3.4	0.2	3	-1
41	Cc1cccc(N2CCN(C(=O)c3cc4n(n3)C(C(F)(F)F)CC(c3ccco3)N4)CC2)c1C (stereo unspecified)	-1	-1.2	-0.4	0.1	-4	-0.4	-1.1	0.1	-0.4	-13	2
42	CCN1C[C@@H]2[C@@H]3C(=O)N(C)C(=O)[C@@H]3[C@](CC)(C(=O)OC)N2C1=NC	0	-1.0	-0.5	0.7	4	0.8	0.4	-0.5	0.6	7	-1
43	Cn1c(=O)c2cc(NC(=O)NCc3ccc(F)cc3)ccc2n1C	2	-1.3	0.9	0.3	2	0.1	nt	-3.5	39*	-2	-3
44	COc1cc(/C=N/Nc2ccc(S(N)(=O)=O)cc2[N+](=O)[O-])cc(OC)c1O	0	-1.6	-1.7	-2.3	-16	-0.7	2.0	-3.0	-0.6	-13	-13
45	COCCNC(=O)C1(C)CCCN(Cc2ccc(-c3ccccn3)cc2)C1 (stereo unspecified)	-5	-1.2	0.8	-2.2	0	0.7	nt	1.3	0.2	9	0
46	CCOC(=O)CNC(=O)c1nn(-c2cccc(OC)c2)c(=O)c2ccccc12	1	-1.1	0.9	-0.9	10	-1.4	1.3	-1.1	0.7	3	7
47	N#CC(C#N)=c1ccc2c(c1)NC1(CCCCC1)N=2	1	-1.3	0.3	-1.9	-24	-3.0	-0.1	-8.5	0.1	38*	-13
48	COc1ccccc1C(=O)N/C(=C\c1cn(C)c2ccccc12)C(=O)NCCN1CCOCC1	-1	-0.3	1.1	3.5	0	0.3	-0.4	2.9	-0.5	1	1

High-throughput results (PubChem BioAssay)
